Screens from PubChem BioAssay.
ARNT TACC3 PPI: disruptors of ARNT/TACC3 protein interaction, primary screen, biochemical, AlphaScreen, single concentration; 390,000 tested, 0.66% active; inhibition, % at 9.99 µM; AlphaScreen His-ARNT PAS-B/GST-TACC3 binding, luminescence; TACC3 fragment carries E629A point mutation;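 active means mean inhibition of replicates at least 50% and at least half of replicates each reaching 50%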;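 further: 0% = complete ARNT plus TACC3 wells and 100% = ARNT alone without TACC3; many hits fall short of the cut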
esBAF inh: Bmi1 luciferase reporter increase in mESCs, primary screen, esBAF inhibitor project, mouse ES cells, Bmi1 luciferase knock-in, single point | 350,000 tested, 2% active | AID 602393, 2012 | 24 h; 100% = twice the neutral-well signal | reporter increase, % at 12.5 µM; in the data active means activation above about 40%;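 further: 0% = median of the plate's neutral control wells and 100% = double that signal; a rise in the Bmi1 reporter signal indicates esBAF inhibition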
ERp5 block: inhibitors of ERp5-driven insulin aggregation, primary screen, biochemical, turbidity, absorbance 650 nm, single point; Protein disulfide-isomerase A6 (Homo sapiens), Q15084; 90 min; inhibition, % at 9.99 µM; 350,000 tested, 0.05% active; AID 651711, 2012;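 active means mean replicate inhibition above about 25%, with every replicate also reaching it, limit read from the data, passing the limit was not always enough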
Target sequence (Q15084 whole entry, looked up): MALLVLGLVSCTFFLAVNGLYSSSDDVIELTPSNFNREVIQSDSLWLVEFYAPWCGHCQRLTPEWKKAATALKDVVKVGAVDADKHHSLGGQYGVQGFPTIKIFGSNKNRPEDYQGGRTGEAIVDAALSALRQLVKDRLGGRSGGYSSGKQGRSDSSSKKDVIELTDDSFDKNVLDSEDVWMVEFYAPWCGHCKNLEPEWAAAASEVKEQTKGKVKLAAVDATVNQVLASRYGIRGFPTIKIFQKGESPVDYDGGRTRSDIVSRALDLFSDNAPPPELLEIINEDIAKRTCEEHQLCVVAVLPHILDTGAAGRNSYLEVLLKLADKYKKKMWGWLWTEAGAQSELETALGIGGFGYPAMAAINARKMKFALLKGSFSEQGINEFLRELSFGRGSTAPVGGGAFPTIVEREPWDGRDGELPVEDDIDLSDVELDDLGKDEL
SIRT5 inh: SIRT5 desuccinylase inhibitors, primary screen, biochemical, fluorescence imaging, single point, set 5 | NAD-dependent protein deacylase sirtuin-5, mitochondrial (Homo sapiens), Q9NXA8 | Purified SirT5, succinyl-peptide AMC, trypsin-coupled fluorescence | inhibition, % at 15 µM | 330,000 tested, 1.1% active; in the data active means inhibition above about 15%
Target sequence (Q9NXA8 whole entry, looked up): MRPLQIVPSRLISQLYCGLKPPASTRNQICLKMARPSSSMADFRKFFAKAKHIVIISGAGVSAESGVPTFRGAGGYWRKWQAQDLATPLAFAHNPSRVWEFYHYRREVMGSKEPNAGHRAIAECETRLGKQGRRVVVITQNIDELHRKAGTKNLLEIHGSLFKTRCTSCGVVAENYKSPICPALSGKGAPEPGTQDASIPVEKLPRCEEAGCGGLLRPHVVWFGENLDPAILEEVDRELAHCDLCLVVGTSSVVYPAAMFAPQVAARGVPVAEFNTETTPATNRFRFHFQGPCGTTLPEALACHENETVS
miR122 inh: miR-122 Renilla sensor signal increase in Huh7, primary screen, miR-122 inhibitor project, cell-based, single point, plate reader; Huh7 miR-122 Renilla luciferase sensor, 48 h; neutral wells = 0, positive control = 100; activation (reporter increase), % at 12.5 µM; 340,000 tested, 0.3% active;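 active means mean replicate activation score at least 90 and every replicate individually at or above 90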;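 further: higher luciferase means less miR-122 activity so hits act as miR-122 inhibitors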
Cneo AK release: Cryptococcus neoformans cell lysis inducers, primary screen, AK release luminescence, single concentration | AID 651654, 2012 | C. neoformans lysis, adenylate kinase release luminescence, 4 h; normalised: neutral wells 0, clomiphene wells 100 | lysis activity, % at 15 µM | 360,000 tested, 0.2% active;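 active means mean lysis activity across replicates of at least 80%, whatever share of replicates individually reach that level; inactive means mean lysis activity below 80%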
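Assay system: Cryptococcus neoformans yeast cells / Dosing: single-point compound dose / Timing: 4 h at 37 °C static, read 1 h later / Measured by: luminescence of released adenylate kinase using an AK detection reagent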
Statin myotox sup: suppressors of statin myotoxicity in C2C12 myotubes, primary screen, cell-based, single point, plate reader | 330,000 tested, 0.78% active | rescue of ATP level, % at 7.49 µM | C2C12 myotubes + simvastatin, ATP luminescence, 48 h; scaled: DMSO 0, geranylgeraniol control 100 | AID 602340, 2012;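 active means mean ATP rescue above about 67%, or every replicate alone reaching that limit, limit read from the data, passing the limit was not always enough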;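 further: myotubes were challenged with 10 µM simvastatin during compound exposure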
The depositor's hits bear a star; . = no result given; [ ] = another dose, or the depositor's remark. Outcome played no part in choosing rows, and some 4% of all compounds hit somewhere here.

SMILES	ARNT TACC3 PPI	esBAF inh	ERp5 block	SIRT5 inh	miR122 inh	Cneo AK release	Statin myotox sup
CC1=C(C(=O)N2CCOCC2)C(c2ccsc2)C2=C(CCCC2=O)N1 (stereo not drawn)	4	-8	5	2	0	-1	28
C[C@H](CO)N1C[C@H](C)[C@@H](CN(C)Cc2ccc(Oc3ccccc3)cc2)Oc2ccc(NS(=O)(=O)c3ccc(F)cc3)cc2CC1=O	24	-6	-4	0	-9[16.7 µM]	-1	35
COc1ccc(CCNC(=O)c2ccc(OC)c(OC)c2)cc1OC	1	1	4	-2	11	-2	-12
CCOC(=O)CCN(c1ccccc1)S(=O)(=O)c1ccc(-c2ccc(=O)[nH]n2)s1	-9	7	3	0	.	-12	7
CCOc1ccccc1NC(=O)COC(=O)c1ccccc1SCC(=O)N1CCCC1	-3	-1	-3	0	5	1	5
Cc1cc(C)cc(-n2c(O)c(C=NC3CCS(=O)(=O)C3)c3ccccc3c2=O)c1 (stereo not drawn)	.	-3	.	.	5	-4	-11
CCOCCCNCC(=O)Nc1ccc(S(=O)(=O)NC(C)CC)cc1 (stereo not drawn)	-8	.	-2	-1	.	.	.
CC(C)(C)c1ccc(C(=O)Oc2ccc3c(c2)OCC3=O)cc1	-4	0	.	.	-4	-1	0
O=C(C[C@@H]1CC[C@@H](NC(=O)CN2CCOCC2)[C@H](CO)O1)NC1CCCCC1	.	2	-4	-4	.	-2	-2
O=C(N/N=C/c1c(Cl)cccc1Cl)C(=O)NC1CC1	0	.	4	-2	.	.	.
O=C1N(CCS(=O)(=O)c2ccccc2)c2ccccc2[C@@H]2OC(c3ccc(OCCCO)cc3)=N[C@]12CCS(=O)(=O)c1ccccc1	.	.	-4	1	.	0	.
COCC(=O)Nc1ccc(OC)c(Cl)c1	-4	2	-7	-2	-1	-1	7
C=CCn1cc(C(=O)N2CCN(C)CC2)c(=O)c2cc(S(=O)(=O)N(CC)CC)ccc21	12	-7	1	-4	.	1	6
COc1ccc(NC(=O)c2cc(-c3cc(Cl)ccc3OC)n[nH]2)c(C)c1	.	-5	-5	-5	-10	-2	-10
COc1cccc(OC)c1C(=O)Nc1ccccc1C(=O)N1CCCCCC1	-5	.	-4	0	3	0	.
Cc1noc(C)c1NC(=O)Nc1ccc2c(c1)CC(=O)N([C@@H](C)CO)C[C@@H](C)[C@@H](CN(C)S(=O)(=O)c1c(C)noc1C)O2	-3	-2	-3	5	5[16.7 µM]	0	-12
Cc1cc(C)c(C#N)c(SCCS(=O)(=O)c2ccc(Cl)cc2)n1	-4	-5	2	-2	8	-4	-4
O=C(Nc1cccc(Cl)c1)OCc1cn(-c2ccc(Cl)cc2)nn1	-3	5	.	.	-16	0	10
COc1cc(S(=O)(=O)N2CCOCC2)ccc1NC(=O)COC(=O)COc1ccccc1	-3	.	-3	-1	.	.	.
COc1ccccc1C(=O)NC(CCSC)C(=O)NC1CCCCCC1 (stereo not drawn)	1	.	-26	-4	.	-1	.
Cc1ccc(-c2nnn(CC(=O)N(Cc3cccs3)C(C(=O)NC3CCCC3)c3ccco3)n2)o1 (stereo not drawn)	8	-2	.	.	6	1	16
CC(=O)N1c2ccc(S(=O)(=O)N3CCCCC3)cc2CC1C(=O)NCc1ccc(N(C)C)cc1 (stereo not drawn)	-12	-2	3	-3	-5	-1	3
COC(=O)c1ccc(OC(=O)N2CCOCC2)cc1	-1	3	5	0	1	-3	6
COc1cccc(N2CC(C(=O)NCc3n[nH]c(=O)c4ccccc34)CC2=O)c1 (stereo not drawn)	-5	-11	-7	-8	.	.	-14
CC1(C)CC(=O)C2=C(C1)N(Cc1ccco1)C(=O)C2(NC(=O)C1CCCCC1)C(F)(F)F (stereo not drawn)	13	-9	.	.	0	0	-8
COC(=O)c1ccccc1S(=O)(=O)N1Cc2cc([N+](=O)[O-])ccc2Oc2ccccc21	.	0	.	.	-2	1	-46
CC1CCN(S(=O)(=O)c2ccc(-c3nnc(SCc4cccnc4)o3)cc2)CC1	2	-5	.	.	-1	2	-7
Cc1nn(C)c(Cl)c1NC(=O)OCc1ccc(F)cc1	2	7	.	.	15	-3	10
COC(=O)/C=C/c1ccc(OC(=O)c2ccncc2)cc1	40	.	-3	0	.	.	.
COc1ccc(Cc2c(-c3ccccc3)nc3c(C)cc(Br)cn23)c(C)c1	.	-6	1	-1	2	0	53
CCc1nnc(NC(=O)c2cccc(S(=O)(=O)N(C)c3ccc(OC)cc3)c2)s1	-1	.	1	0	.	.	.
O=C(Nc1ccc2c(c1)OCO2)C1CCCN(S(=O)(=O)c2cccs2)C1 (stereo not drawn)	-2	3	.	.	7	-6	0
O=C(CCNC(=O)c1ccccc1Cl)Nc1nc2ccccc2[nH]1	-1	4	-1	-3	0	0	-2
O=C(Nn1cnnc1)c1cc([N+](=O)[O-])cc([N+](=O)[O-])c1	-2	-7	.	.	-2	0	9
CCN(CC(=O)Nc1ccc(NC(C)=O)cc1)C(=O)c1ccc2c(c1)S(=O)(=O)N=C1CCCCCN12	3	-7	-4	-2	-2	-7	-5
Cc1noc(C)c1NC(=O)Nc1ccc2c(c1)CC(=O)N([C@@H](C)CO)C[C@@H](C)[C@H](CN(C)S(=O)(=O)c1ccc(Cl)cc1)O2	3	-3	-2	-3	-4[16.7 µM]	-14	14
Cc1nn(CCCNC(=O)C2CCCO2)cc1Br (stereo not drawn)	-4	-5	.	.	5	0	-8
O=c1c([N+](=O)[O-])cccn1Cc1cccc(Cl)c1	-6	-5	4	6	-3	2	5
COc1ccccc1-c1cnc2c(c1)C(=O)N([C@@H](C)CO)C[C@@H](C)[C@@H](CN(C)Cc1cccc(F)c1)O2	0	2	13	3	-4[16.7 µM]	1	8
CCOC(=O)C1CCN(C(=O)C23CC4CC(CC(C4)C2)C3)CC1	.	8	.	.	-3	-2	-1

By substructure: the compounds so far containing bromine.
SMILES	ARNT TACC3 PPI	esBAF inh	ERp5 block	SIRT5 inh	miR122 inh	Cneo AK release	Statin myotox sup
COc1ccc(Cc2c(-c3ccccc3)nc3c(C)cc(Br)cn23)c(C)c1	.	-6	1	-1	2	0	53
Cc1nn(CCCNC(=O)C2CCCO2)cc1Br (stereo not drawn)	-4	-5	.	.	5	0	-8

Next structures follow.
SMILES	ARNT TACC3 PPI	esBAF inh	ERp5 block	SIRT5 inh	miR122 inh	Cneo AK release	Statin myotox sup
CCOC(=O)C(=Cc1ccccc1)C(=O)c1ccccc1	.	10	-7	.	2	2	-1
C[C@@H]1CN([C@@H](C)CO)C(=O)c2cc(NC(=O)CCC(F)(F)F)ccc2O[C@H]1CN(C)Cc1ccc(C(=O)O)cc1	-4	4	-2	-1	-3[16.7 µM]	-2	6
N#C/C(=C\c1ccccc1)C(=O)NNS(=O)(=O)c1ccc(Br)cc1	4	-4	-11	1	2	2	1
COc1ccc(Cc2c(C3CCCCC3)nc3c4ccccc4ccn23)c(C)c1	.	1	-3	4	12	1	3
CC(=O)c1sc(NC(=O)c2cccc(C)c2)nc1C	0	.	-7	5	.	.	.
Cc1ccn2c(=O)c(C(=O)NCCCN3CCCC3=O)c(O)nc2c1	2	5	-2	-3	0	-1	-3
Cc1ccc(N(C)S(=O)(=O)c2cccc(C(=O)NC3CC(C)(C)NC(C)(C)C3)c2)cc1	-2	-5	8	0	-6	2	-6
O=C(CCc1ccccc1)NNC(=O)C12CC3CC(CC(C3)C1)C2	-5	-4	.	.	-2	-1	7
COc1ccc(N2CCN(C(=O)CSc3nnc(C4CC4)n3C3CC3)CC2)cc1	.	-3	3	.	2	-1	0
COc1ccc(C=NNc2nc3ccccc3s2)cc1	2	-55	-15	-3	.	-3	3
CN(N=Nc1nc[nH]c1C(N)=O)C1CCCCC1	.	9	3	.	5	3	0
CN(C)c1ccc(/C=C2\SC(=S)N(Nc3ncc(C(F)(F)F)cc3Cl)C2=O)cc1	0	11	.	.	5	-3	9
Cc1noc(C)c1S(=O)(=O)Nc1ccc2c(c1)C(=O)N([C@H](C)CO)C[C@H](C)[C@H](CN(C)C(=O)Nc1ccccc1)OCCCC[C@@H](C)O2	-8	3	2	5	-2[16.7 µM]	-9	.
COCC(=O)N1C[C@H](C)[C@@H](OC)CN(C)C(=O)c2cc(NC(=O)NC(C)C)ccc2OC[C@H]1C	-3	2	6	-20	-20[16.7 µM]	-2	3
O=C(c1cn(-c2ccccc2)nc1-c1cccnc1)N1CCCCC1	-1	-2	.	.	-4	-1	2
COc1ccc(CCC(=O)NNC(=S)Nc2cccc(C(C)=O)c2)cc1	0	.	1	-5	.	.	.
C[C@H]1CN([C@@H](C)CO)C(=O)c2cc(NS(=O)(=O)c3cn(C)cn3)ccc2O[C@H]1CN(C)C(=O)Nc1ccc(C(F)(F)F)cc1	-6	2	4	1	1[16.7 µM]	0	.
COc1cccc2cc(C(=O)C3=C(O)C(=O)N(Cc4ccco4)C3c3cccnc3)oc12 (stereo not drawn)	-8	.	.	.	-3	-3	.
Cc1cccc(S(=O)(=O)N2C[C@H]3[C@@H](c4ccccc42)[C@@H](CO)N3CC2CCCC2)c1	2	-7	0	15*	43[16.7 µM]	75	11
CNC[C@@H]1Oc2ccc(NC(=O)Cc3cn(C)c4ccccc34)cc2C(=O)N([C@@H](C)CO)C[C@H]1C	-2	-3	-3	-10	3[16.7 µM]	-3	-20
O=c1oc2ccccc2c(NCc2ccccc2)c1[N+](=O)[O-]	-7	.	5	.	-2	2	.
O=C(Cn1ccc(NC(=O)OCc2ccccc2)nc1=O)NCCCc1ccccc1	-3	9	-5	.	-3	4	8
COc1ccc(CCNC(=O)CCc2ccccc2O)cc1OC	3	1	7	-4	0	0	-2
Cc1ccc(NC(=O)CS(=O)CC(=O)Nc2ccc3c(c2)OCO3)cc1Cl (stereo not drawn)	-3	-5	.	.	-6	1	4
N/C(=N\OC(=O)C1CC1)c1ccc([N+](=O)[O-])s1	-2	.	-5	-4	.	.	.
O=C(COC(=O)Cc1ccsc1)NNC(=O)c1ccccc1	0	-5	-5	-5	-1	1	8
CN(CC(=O)Nc1ccccc1Br)C(=O)c1cc2c(s1)CCCCC2	0	67*	-8	-8	-13	.	-3
CC(=O)c1ccc(NC(=O)CSc2nnc(Cc3cccn3C)n2-c2ccc(F)cc2)cc1	-3	1	8	-2	8	0	24
O=C(O)c1ccc(N/N=C/c2ccc(-c3cc(Cl)ccc3Cl)o2)cc1	-16	.	-1	7	7	2	.
CNC[C@@H]1Oc2ccc(NS(=O)(=O)c3ccccc3)cc2CC(=O)N([C@@H](C)CO)C[C@@H]1C	-11	3	-5	-2	8[16.7 µM]	1	0
C=CCCN(Cc1ccccc1)S(=O)(=O)c1ccccc1Br	-4	-7	.	.	-9	3	-1
CC(C)(C)c1ccc(S(=O)(=O)NCC(=O)N2CCN(Cc3ccccc3)CC2)cc1	-4	7	-1	-1	-10	-1	9
Cc1ccc(C(=O)Nc2ccccn2)cc1S(=O)(=O)N1CCOCC1	3	3	-3	-5	.	-1	-2
CC(=O)N1CCCCN2[C@@H](CO)[C@@H](c3ccc(Br)cc3)[C@@H]2C1	-11	-6	8	-8	1[16.7 µM]	-1	14
CCNC(=S)/N=C(\N)Nc1nc(C)c2cc(C)ccc2n1	0	.	-1	-1	.	.	.
CCc1ccc(NC(=O)CC2C(=O)NCCN2C(=O)c2ccc(F)cc2)cc1 (stereo not drawn)	-9	.	3	-1	-11	3	.
CCOc1ccc(-c2cc3cc(OC)c(OC)cc3c(C)n2)cc1	0	11	0	-3	0	0	-16

A different layout for some results above:
| SMILES | ARNT TACC3 PPI | esBAF inh | ERp5 block | SIRT5 inh | miR122 inh | Cneo AK release | Statin myotox sup |
| --- | --- | --- | --- | --- | --- | --- | --- |
| Cc1ccc(C(=O)Nc2ccccn2)cc1S(=O)(=O)N1CCOCC1 | 3 | 3 | -3 | -5 | . | -1 | -2 |
| CC(=O)N1CCCCN2[C@@H](CO)[C@@H](c3ccc(Br)cc3)[C@@H]2C1 | -11 | -6 | 8 | -8 | 1[16.7 µM] | -1 | 14 |
